Screens (PubChem)
G9a block – qHTS Assay for Inhibitors of Histone Lysine Methyltransferase G9a | Histone-lysine N-methyltransferase EHMT2 (Homo sapiens), Q96KQ7 | G9a H3K9 monomethylation, AlphaScreen, 2 h | Potency, µM (titrated, usually from 102 µM), for the others: top-dose activity, negative = inhibition, most hits filed as inhibitors | 350,000 compounds, 8.8% hits | AID 504332, 2011; also: potency is read from the fitted curve at half-maximal effect; % is scaled to controls: 0 for no effect and ±100 for the full control effect; nearly all actives have a fitted effect of over 75% in size
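Chemiluminescent proximity detection of H3K9 monomethylation, read after 10 min bead incubation in the dark. Reaction: 20 nM G9a, 500 nM biotin-H3K9 peptide, 20 uM SAM cofactor, 2 h, room temperature, following 15 min enzyme-compound preincubation.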
GLS inhibitor – qHTS for Inhibitors of Glutaminase (GLS); GLS enzymatic activity, qHTS titration; Glutaminase kidney isoform, mitochondrial (Homo sapiens), O94925; Potency, µM (series often up to 45.5 µM), for the others: at the highest dose activity change, negative = inhibition, usual class: inhibitors; AID 624170, 2012; 410,000 compounds, 0.21% hits; also: potency is read from the fitted curve at half-maximal effect; % is scaled to controls: 0 for no effect and ±100 for the full control effect
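Glutamate formation by hKGA was monitored fluorometrically using coupled glutamate oxidase, HRP and Amplex Red. Substrate was added as 1 mM L-glutamine solution; incubation was 30 min at RT after an initial read.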
BAZ2B block – qHTS Assay for Inhibitors of BAZ2B; Bromodomain adjacent to zinc finger domain protein 2B (Homo sapiens), Q9UIF8; AlphaScreen BAZ2B-H3K14Ac peptide displacement; Potency, µM (top dose mostly 114 µM), inactives show top-dose activity change, negative = inhibition, usual class: inhibitors; 360,000 compounds, 4.4% hits; AID 504333, 2011; also: potency is read from the fitted curve at half-maximal effect; % is scaled to controls: 0 for no effect and ±100 for the full control effect; nearly all actives have a fitted effect of over 60% in size
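In this displacement format the biotinylated H3(5-23) peptide acetylated at Lys14 serves as ligand at 50 nM, with BAZ2B at 50 nM in PBS pH 7.4 containing 0.01% Tween-20. Donor and acceptor beads are 10 ug/mL final.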
Pol eta inh – qHTS for Inhibitors of Polymerase Eta | DNA polymerase eta (Homo sapiens), Q9Y253 | recombinant Pol eta, fluorescent DNA replication assay | Potency, µM (top dose mostly 114 µM), for the others: at the top dose activity change, negative = inhibition, usual class: inhibitors | 390,000 compounds, 1.2% hits | AID 588591, 2011; also: potency is read from the fitted curve at half-maximal effect; % is scaled to controls: 0 for no effect and ±100 for the full control effect
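Fluorescent replication assay: 50 nM final substrate added after a 15 min room-temperature compound preincubation with 10 nM enzyme. Signal taken at 0 min and again at 10 min.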
Pin1 inh – qHTS Assay to Find Inhibitors of Pin1 | Potency, µM (doses to about 115 µM), for inactives: at the highest dose activity, negative = inhibition, most hits filed as inhibitors | Peptidyl-prolyl cis-trans isomerase NIMA-interacting 1 (Homo sapiens), Q13526 | 390,000 compounds, 0.009% hits | Pin1 FP peptide displacement, HiFluor488, 10 min; active = well fitted inhibition curve with a large enough effect in the polarisation, with a control signal flat, not every such curve was filed as active; inconclusive = small, poorly fitted or top-dose-only effect, or effect the other way, or a change in a side signal; inactive = no such curve, though single readings can be large or run the other way; the % refers to the polarisation; also: potency is read from the fitted curve at half-maximal effect; % is scaled to controls: 0 for no effect and ±100 for the full control effect
JMJD2A Tudor inh – qHTS Assay for Inhibitors of JMJD2A-Tudor Domain. AID 504339, 2011. 390,000 compounds, 4.4% hits. Lysine-specific demethylase 4A (Homo sapiens), O75164. Potency, µM (highest dose often 114 µM), inactives show at the highest dose activity change, negative = inhibition, actives largely listed as inhibitors. AlphaScreen JMJD2A-Tudor / H3K4me3 peptide binding; also: potency is read from the fitted curve at half-maximal effect; % is scaled to controls: 0 for no effect and ±100 for the full control effect; nearly all actives have a fitted effect of over 50% in size
Tb PGK inh – qHTS Assay to Find Inhibitors of Phosphoglycerate Kinase. PGK/GAPDH coupled, Kinase-Glo luminescence, 60 min. 380,000 compounds, 0.043% hits. Potency, µM (highest dose often 57.5 µM), without a hit: at the highest dose activity change, negative = inhibition, most hits filed as inhibitors. AID 602233, 2012. Phosphoglycerate kinase, glycosomal (Trypanosoma brucei brucei), P07378; also: potency is read from the fitted curve at half-maximal effect; % is scaled to controls: 0 for no effect and ±100 for the full control effect; nearly all actives have a fitted effect of over 60% in size
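Luminescent ATP detection (Kinase-Glo Plus) follows a 60-minute room-temperature incubation, with wells lacking PGK as controls. Buffer: 100 mM TEA (pH 7.6), 5 mM MgCl2, 0.01% Tween-20. Coupling enzyme GAPDH (100 nM final) supplies unstable 1,3-BPG in-well.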
HP1b chromo inh – HTS for Inhibitors of HP1-beta Chromodomain Interactions with Methylated Histone Tails | AlphaScreen HP1-beta / biotin-H3K9me3 peptide binding | 390,000 compounds, 0.56% hits | Chromobox protein homolog 1 (Homo sapiens), P83916 | Potency, µM (doses to about 114 µM), for the others: at the top dose activity change, negative = inhibition, usual class: inhibitors; also: potency is read from the fitted curve at half-maximal effect; nearly all actives have a fitted effect of over 70% in size; inactives centre near 23
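HP1-beta protein (50 nM final) preincubated 30 min at room temperature with biotinylated H3(1-18)K9me3 peptide (50 nM) in PBS pH 7.4, 0.01% Tween-20, then compound added for 30 min. AlphaScreen streptavidin donor/nickel chelate acceptor beads (10 ug/mL final), 30 min dark, luminescence read.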
PI4K2A inh – qHTS for small molecular inhibitors of PI4K2A. Phosphatidylinositol 4-kinase type 2-alpha (Homo sapiens), Q9BTU6. purified PI4K2A, ADP-Glo luminescence, 1 h; active compounds read low. activity change, negative = inhibition, % at 76.9 µM. 420,000 compounds, 0.13% hits; in the data active = activity change below about -50%; inconclusive = mostly about -30% to -49%;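 also: -100% = wells without enzyme as full effect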
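Compounds are screened against recombinant PI4K2A using PI as substrate and ATP, the latter dispensed at 300 microM. Reactions run one hour at ambient temperature before ADP-Glo detection; full inhibition defined by wells lacking enzyme.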
Starred values were filed as active, the others as inactive; i = inactive; ? = inconclusive; nt = no result given; [ ] = dose if it differs, or a comment. Unless noted, calls follow the shape of the dose curve; as a rule, active = well fitted curve in the direction sought with a large enough effect; inconclusive = small, poorly fitted or top-dose-only effect, or another doubt; inactive = no such curve, though single readings can be large; an effect the other way counts as inactive or inconclusive.

SMILES | G9a block | GLS inhibitor | BAZ2B block | Pol eta inh | Pin1 inh | JMJD2A Tudor inh | Tb PGK inh | HP1b chromo inh | PI4K2A inh
Cc1nnc(SCC(=O)Nc2ccc(N3CCOCC3)cc2)o1 | 50µM* | 56%[activator] | 12% | -1% | 0% | -26% | -5% | 17% | -5
CCc1ccc(S(=O)(=O)NCCc2cn3ccsc3n2)s1 | ? | 16% | 4% | -4% | 6% | -15% | -1% | 19% | 1
Cc1cc(C)c2sc(N(CCCN(C)C)C(=O)COc3ccc(Cl)cc3)nc2c1 | -46% | 4% | ? | 2% | 2% | -32% | 7% | 3% | -1
Fc1cccc(Cl)c1C1Nc2cccc3cccc(c23)N1 | nt | 20% | 32µM* | -8% | ? | ? | -10% | -16% | -14
Clc1cccc(OCCCN2CCCC2)c1Cl | ? | 0% | -31% | -2% | 0% | 20µM* | 4% | ? | 5
O=C(CC1SC(=O)N(c2ccccc2)C1=O)Nc1ccccc1 (stereo not drawn) | ? | 35%[activator] | -36% | -10% | -14% | -34% | -4% | -4% | 37
COc1ccc(C2=CC(c3ccc(OC)c(OC)c3)NC(=S)N2)cc1 (stereo not drawn) | 32µM* | -4% | -27% | -17% | ? | -7% | -6% | 58%[activator] | -7
Cc1ccccc1-c1noc(-c2ccc(N3CCCCC3)c([N+](=O)[O-])c2)n1 | 10%[59 µM] | -20% | ? | -3% | -18% | -14% | 11% | 41%[activator] | 2
c1ccc2c(c1)OCC(c1nnc3sc(-c4cnccn4)nn13)O2 (stereo not drawn) | 7.9µM* | -7% | 5% | 89µM* | 1% | -26% | -2% | -25% | 1
CN(C(=O)CC1C(=O)NCCN1C/C=C/c1ccccc1)C1CCOCC1 (stereo not drawn) | -8% | 2% | -5% | 3% | 2% | -5% | -1% | 32% | 3

3 entries already listed, arranged by the number in G9a block, rising.
SMILES | G9a block | GLS inhibitor | BAZ2B block | Pol eta inh | Pin1 inh | JMJD2A Tudor inh | Tb PGK inh | HP1b chromo inh | PI4K2A inh
c1ccc2c(c1)OCC(c1nnc3sc(-c4cnccn4)nn13)O2 (stereo not drawn) | 7.9µM* | -7% | 5% | 89µM* | 1% | -26% | -2% | -25% | 1
COc1ccc(C2=CC(c3ccc(OC)c(OC)c3)NC(=S)N2)cc1 (stereo not drawn) | 32µM* | -4% | -27% | -17% | ? | -7% | -6% | 58%[activator] | -7
Cc1nnc(SCC(=O)Nc2ccc(N3CCOCC3)cc2)o1 | 50µM* | 56%[activator] | 12% | -1% | 0% | -26% | -5% | 17% | -5

(list continues)
SMILES | G9a block | GLS inhibitor | BAZ2B block | Pol eta inh | Pin1 inh | JMJD2A Tudor inh | Tb PGK inh | HP1b chromo inh | PI4K2A inh
CCCCCC(=O)N1CCCCC1 | -2% | 2% | 3% | -18% | 1% | 2% | -5% | 24%[57 µM] | 5
COC(=O)c1c(-c2cccs2)csc1NC(=O)c1ccc(C(C)C)cc1 | 2.8µM* | -4% | -1% | -4% | -9% | 0% | -1% | -12% | -1
c1ccc(CCn2nnnc2C(c2cccnc2)N2CCN(c3nc4ccccc4s3)CC2)cc1 (stereo not drawn) | ? | 2% | -8% | -12% | 27% | -26% | -10% | 1% | -2
CCOc1ccc(CCNC(=O)c2cc3c(=O)oc4ccc(C)cc4c3s2)cc1OCC | -9%[59 µM] | -8% | -4% | -17% | 1% | ? | -5% | 13% | -17
O=C(COC(=O)c1cccnc1Cl)c1cccc(Cl)c1 | -10%[59 µM] | nt | -5% | -11% | 2% | 4% | -1% | 32% | -2
Cc1c(Cc2ccccc2)c(=O)oc2c(C)c(OCc3nn[nH]n3)ccc12 | 11%[59 µM] | -4% | 1% | ? | -4% | -3% | i | 25% | -7
Cc1cc(NS(=O)(=O)c2ccc(Cl)cc2)nn1CC(=O)NCc1ccco1 | 24%[59 µM] | 6% | 19% | ? | -9% | -10% | -4% | 32% | 2
Cc1cc2c(ccc3c2no[n+]3[O-])nn1 | -12% | 11% | -3% | 7% | -6% | -20% | -9% | 32% | -10
Cn1nc(C(F)(F)F)c(C(=O)Nc2ccc(F)cc2F)c1Oc1cccc(Cl)c1 | 28% | -6% | 3% | -21% | 12% | 13% | i | 81%[activator] | 0
CC(NC(=O)c1ccccc1Cl)C(=O)Nc1ccc2c(c1)OCO2 (stereo not drawn) | ? | 1% | ? | -7% | -7% | -35% | 5% | -3% | -2
COc1ccc(N2CCN(c3oc(/C=C/c4cc(OC)c(OC)c(OC)c4)nc3C#N)CC2)cc1 | ? | 5% | ? | -6% | -2% | ? | 7% | -9% | 7
CC(C)CC1Nc2ncnc(N3CCCCC3)c2N(Cc2ccccc2)C1=O (stereo not drawn) | ? | 3% | ? | -8% | -4% | ? | -8% | 21% | 0
CCCn1c(SCCN2CCOCC2)nc2c1c(=O)n(C)c(=O)n2C | 28% | -1% | 10% | -15% | 0% | 7% | -3% | ? | 10
O=C1COc2ccc(C(=O)COC(=O)/C=C/c3ccc(Br)o3)cc2N1 | 28µM* | ? | 45µM* | 1.6µM* | -14% | ? | ? | -53% | ?
Cc1ccc2cc(C#N)c(N3CCCN(S(=O)(=O)c4ccccc4)CC3)nc2c1 | ? | 0% | 26% | -15% | 36%[activator] | 14% | -1% | 140%[activator] | 0
O=C(Nc1ccc(Cl)c(Cl)c1)N1CCSC1c1ccco1 (stereo not drawn) | -38%[59 µM] | 13% | -6% | -18% | 23% | -6% | i | 31%[activator] | -2
Cc1cc(C)c2c(=O)cc(C(=O)Nc3ccc(S(=O)(=O)Nc4nc(C)cc(C)n4)cc3)oc2c1 | -1%[59 µM] | 2% | 26% | ? | 94%[activator] | -2% | -18% | 73%[activator] | -3
CCc1nc(Nc2cccc(O)c2)c2oc3ccccc3c2n1 | -81% | 27% | -30% | -20% | 3% | -20% | -13% | 44%[activator] | -5
Cc1c(Cl)cccc1NC(=O)CSc1cc(-c2ccccc2)ncn1 | 3%[59 µM] | -2% | -5% | 0% | -1% | -10% | -10% | 34%[activator] | -3
Cc1ccc(S(=O)(=O)c2cn(Cc3ccc(F)cc3)c3cc4c(cc3c2=O)OCO4)cc1 | 8% | -4% | 10% | 0% | -2% | -13% | -7% | 8% | 2

Filtered by structure, those above containing an aryl thioether with sulfur outside any ring (3)
SMILES | G9a block | GLS inhibitor | BAZ2B block | Pol eta inh | Pin1 inh | JMJD2A Tudor inh | Tb PGK inh | HP1b chromo inh | PI4K2A inh
Cc1nnc(SCC(=O)Nc2ccc(N3CCOCC3)cc2)o1 | 50µM* | 56%[activator] | 12% | -1% | 0% | -26% | -5% | 17% | -5
CCCn1c(SCCN2CCOCC2)nc2c1c(=O)n(C)c(=O)n2C | 28% | -1% | 10% | -15% | 0% | 7% | -3% | ? | 10
Cc1c(Cl)cccc1NC(=O)CSc1cc(-c2ccccc2)ncn1 | 3%[59 µM] | -2% | -5% | 0% | -1% | -10% | -10% | 34%[activator] | -3

Further results follow:
SMILES | G9a block | GLS inhibitor | BAZ2B block | Pol eta inh | Pin1 inh | JMJD2A Tudor inh | Tb PGK inh | HP1b chromo inh | PI4K2A inh
Cc1cccc(Cl)c1NC(=S)NN | 3.5µM* | -5% | -3% | -19% | -16% | -18% | -8% | 37% | -6
O=C(O)C1CCCN1S(=O)(=O)c1cccc2nsnc12 (stereo not drawn) | -4% | 0% | -1% | 4% | 0% | -7% | -4% | 32% | -3
Cc1ccc(OCc2nnc(SCC(=O)Nc3ccccc3C(C)C)o2)cc1 | 12%[59 µM] | 4% | 3% | -8% | -3% | -7% | -3% | 17% | -3
Cc1cc(F)ccc1-n1nnc(C(N)=O)c1C | 4%[59 µM] | 0% | 4% | -10% | -1% | -15% | -2% | 8% | 2
Cc1cccc(NC(=O)CSc2cn[nH]n2)c1 | 40µM* | -6% | 3% | -12% | 2% | 5% | -6% | 36%[activator] | -4
Cc1oc(-c2ccccc2)nc1Cn1c(SCc2cccc(C(F)(F)F)c2)nc2cccnc21 | -30%[59 µM] | -10% | -4% | -17% | 20% | -35% | i | 25% | 0
CN(C)[C@@H](CO)c1nnc([C@H](CC(=O)O)NC(=O)C2CCNCC2)o1 | 4%[12.7 µM] | 7% | ? | -22% | -2% | ? | 2% | 41%[activator] | 1
CC1CCCC(C)N1C(=O)CSc1nnnn1-c1cccc2c1CCCC2 (stereo not drawn) | -47%[59 µM] | -1% | -29% | -13% | 10% | -15% | -2% | 38% | -10
COc1ccc(Nc2oc(-c3ccc(OC)cc3)nc2C#N)cc1 | -18% | 0% | -16% | -8% | -6% | -13% | 9% | 34% | 2
COc1cccc(Cl)c1NC(=O)N1CCc2c([nH]c3ccccc23)C1C(F)(F)F (stereo not drawn) | 15% | 1% | -4% | -23% | -1% | ? | 2% | 13% | 3
CC(=O)NCCc1ccc(S(=O)(=O)N2CCCC2)cc1 | 18%[59 µM] | -4% | 23% | -15% | 1% | 5% | -1% | 21% | 1

Not all compounds are listed. The share of hits here may be higher or lower than overall.
